E-selectin induc – E-selectin induction on HUVECs | P16581 | AID 686992 | HUVEC E-selectin immunofluorescence imaging; normalized: neutral wells 0, TNF-alpha wells 100 | activation, % at 7.58 µM | hit rate 0.37% among 260,000;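 active = mean E-selectin-positive cell signal at least 10% of the positive control, reached in at least 60% of replicates, without over 20% cell loss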;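 also: in these data hits start at about 27%; measured in HUVEC primary endothelial cells; signal is the percent of cells scored E-selectin positive by PE staining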
Target sequence (P16581 whole entry, looked up): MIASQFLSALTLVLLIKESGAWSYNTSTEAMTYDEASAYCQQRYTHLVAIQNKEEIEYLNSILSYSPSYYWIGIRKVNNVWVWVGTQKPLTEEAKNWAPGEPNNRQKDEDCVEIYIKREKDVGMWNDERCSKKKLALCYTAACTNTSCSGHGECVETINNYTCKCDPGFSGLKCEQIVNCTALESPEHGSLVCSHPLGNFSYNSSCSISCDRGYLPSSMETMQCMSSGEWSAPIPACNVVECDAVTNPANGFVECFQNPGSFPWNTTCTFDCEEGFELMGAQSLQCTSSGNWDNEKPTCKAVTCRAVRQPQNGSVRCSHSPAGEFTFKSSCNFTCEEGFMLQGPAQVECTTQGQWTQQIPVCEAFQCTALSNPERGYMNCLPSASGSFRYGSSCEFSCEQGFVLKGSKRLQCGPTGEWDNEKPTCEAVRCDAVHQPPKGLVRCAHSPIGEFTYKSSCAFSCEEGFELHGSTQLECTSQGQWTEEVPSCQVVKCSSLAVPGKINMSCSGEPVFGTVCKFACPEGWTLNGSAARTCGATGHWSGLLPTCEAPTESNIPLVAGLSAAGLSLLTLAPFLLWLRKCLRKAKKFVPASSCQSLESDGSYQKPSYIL
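Read-out basis: % PE-positive cells; Test system: HUVEC primary endothelial cells; Technique: immunofluorescence imaging; Dosing: single-point compound dose.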
PglD DTNB – inhibitors of Campylobacter jejuni PglD acetyltransferase. hit rate 0.098% among 360,000. AID 602405. inhibition, % at 12.5 µM. purified PglD enzyme, DTNB colorimetric CoA detection; in the data active = inhibition above about 16%, passing the limit was not always enough; also: strong numbers were not always called active
RAD52 anneal inh – inhibitors of human RAD52 DNA annealing | hit rate 0.46% among 360,000 | P43351 | inhibition, % at 18.7 µM | recombinant RAD52 DNA annealing, FRET fluorescence | AID 651710;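 active = every replicate showing at least 50% inhibition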
Target sequence (P43351 whole entry, looked up): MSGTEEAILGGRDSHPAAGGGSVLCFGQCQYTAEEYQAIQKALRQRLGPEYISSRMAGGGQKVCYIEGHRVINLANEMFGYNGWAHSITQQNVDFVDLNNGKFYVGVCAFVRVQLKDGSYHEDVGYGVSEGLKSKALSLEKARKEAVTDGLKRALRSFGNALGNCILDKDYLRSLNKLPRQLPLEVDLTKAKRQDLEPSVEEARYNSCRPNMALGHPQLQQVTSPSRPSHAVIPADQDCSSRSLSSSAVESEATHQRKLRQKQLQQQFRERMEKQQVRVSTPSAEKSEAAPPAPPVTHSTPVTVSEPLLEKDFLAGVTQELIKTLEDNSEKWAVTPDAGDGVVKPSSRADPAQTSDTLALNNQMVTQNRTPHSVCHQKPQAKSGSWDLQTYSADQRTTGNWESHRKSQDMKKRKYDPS
ERAP1 HTS inh – ERAP1 (human) enzyme inhibition. Q9NZ08. recombinant ERAP1, Leu-AMC fluorescence, 60 min. hit rate 0.15% among 340,000. inhibition, % at 10.7 µM;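 active = mean replicate inhibition of at least 30%, or all replicates individually reaching that 30% level; inactive = mean below 30% and not every replicate reaching it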;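 also: 0% = neutral control wells and 100% = L-leucinethiol positive control wells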
RAD54 branch – inhibitors of human RAD54 branch migration; RAD54 Holliday junction branch migration, FAM/BHQ fluorescence; inhibition, % at 10.4 µM; hit rate 0.14% among 360,000; AID 602329;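 active = mean normalized replicate activity at least 40 and at least half of replicates scoring 40 or more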;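 also: 0% = median of neutral control wells and 100% = median of positive control wells; inhibitors cause a drop in the FAM fluorescence signal; in these data hits start at about 50%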
Cneo AK release – Cryptococcus neoformans lysis via adenylate kinase release; C. neoformans lysis, adenylate kinase release luminescence, 4 h; normalised: neutral wells 0, clomiphene wells 100; lysis activity, % at 15 µM; hit rate 0.2% among 360,000;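 active = mean lysis activity across replicates of at least 80%, whatever share of replicates individually reach that level; inactive = mean lysis activity below 80%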
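Schedule: static 4 h at 37 °C with compound, 1 h detection; system: C. neoformans cells; benchmarks: Clomiphene as positive control; buffer or medium: fresh YPD medium; measure: luminescence rise reflecting yeast cell lysis; measured by: luminescent adenylate kinase detection reagent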
miR122 inh – blocks miR-122 activity in Huh7 sensor cells. Huh7 miR-122 Renilla luciferase sensor, 48 h; neutral wells = 0, positive control = 100. activation (reporter increase), % at 12.5 µM. hit rate 0.3% among 340,000. AID 602342;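 active = mean replicate activation score at least 90 and every replicate individually at or above 90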;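 also: higher luciferase means less miR-122 activity so hits act as miR-122 inhibitors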
PGC1a acetyl inh – modulators of PGC1a acetylation | U2OS PGC1a acetylation, AlphaScreen anti-acetyl-lysine; with virally co-expressed GCN5 acetyltransferase | inhibition, % at 15.6 µM | hit rate 0.17% among 350,000 | AID 651687;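 active = every replicate shows inhibition of at least 40%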;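 also: 0% = neutral control wells and 100% = positive control wells; some results beyond the cut were filed as inactive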
Active calls of the source: *; nt = no result given; & = joins results of further samples; [ ] = dose if it differs, or a comment. An unsorted share of the library; about 1.4% have a hit in one of these screens.

Values in the order – RAD54 branch	E-selectin induc	Cneo AK release	PglD DTNB	RAD52 anneal inh	PGC1a acetyl inh	miR122 inh	ERAP1 HTS inh
CC1CCN(c2nc3c(c(=O)[nH]c(=O)n3C)n2CCCc2ccccc2)CC1
→ -8	0.2	-2	-1	-9	-8	4	-3
CCNC(=O)C[C@@H]1CC[C@H]2[C@@H](COC[C@@H](O)CN2S(=O)(=O)c2ccc(Oc3ccccc3)cc2)O1
→ -5	0.1	-1	-1	-7	-2	-5[16.7 µM]	-3
Cc1sc2ncnc(N)c2c1C
→ -3	nt	-2	2	6	0	-6	-1
CN1CCCCc2c1nc1c(c2N)CCCC1
→ 6	nt	0	-3	nt	-5	-1	nt
O=C(Nc1ccc2c(c1)[C@@H]1C[C@@H](CC(=O)N3CCc4ccccc4C3)O[C@@H](CO)[C@@H]1O2)NC1CCCC1
→ 2	-0.1	5	-2	-9	6	0[16.7 µM]	-1
CCOC(=O)c1sc(N)c(C#N)c1COC(=O)CNC(=O)c1ccccc1
→ 3	nt	-2	1	nt	-8	4	nt
CCC1=C(OC(=O)N(CC)CC)N2C(=O)OC(=NCC3CC3)[C@]2(Cc2ccccc2)[C@H]2C1=CC[C@H]1C(=O)N(c3ccccc3)C(=O)[C@H]12
→ -2	0.0	0	1	-33	3	-3	0
Cc1cc(C)cc(NC(=O)NCC(O)COc2ccc([N+](=O)[O-])cc2)c1 (stereo not given)
→ -5	1.5	-1	0	-9	nt	-2	3
Cc1ccc(S(=O)(=O)N2C[C@@H]3[C@H]4CC[C@H](C4)[C@@H]3[C@@H](C)[C@@H]2c2cccn2Cc2ccccc2)cc1
→ -10	0.0	-6	-8	1	nt	nt	-2
COc1ccc(C2(C)ON(c3ccccc3C(F)(F)F)C2=O)cc1 (stereo not given)
→ 9	nt	0	-1	-11	-3	3	-2

Continued; it opens with the 2 that closed the last part.
Values in the order – RAD54 branch	E-selectin induc	Cneo AK release	PglD DTNB	RAD52 anneal inh	PGC1a acetyl inh	miR122 inh	ERAP1 HTS inh
Cc1ccc(S(=O)(=O)N2C[C@@H]3[C@H]4CC[C@H](C4)[C@@H]3[C@@H](C)[C@@H]2c2cccn2Cc2ccccc2)cc1
→ -10	0.0	-6	-8	1	nt	nt	-2
COc1ccc(C2(C)ON(c3ccccc3C(F)(F)F)C2=O)cc1 (stereo not given)
→ 9	nt	0	-1	-11	-3	3	-2
CCN(CC)S(=O)(=O)c1ccc(N(C)C)c(NC(=O)CSCc2c(C)noc2C)c1
→ 2	nt	0	2	-8	0	-2	-2
COC(=O)Cc1ccc(NC(=S)NCc2ccccc2)cc1
→ -2	-1.6	3	7	1	nt	13	-9
COc1nc(-c2ccccc2)ccc1-c1noc(-c2ccccc2)n1
→ 4	nt	-1	2	nt	4	5	nt
CCCNC(=O)[C@@H]1[C@@H](CO)[C@@H]2Cn3c(ccc(-c4ccncc4)c3=O)[C@H]1N2C(=O)CC1CC1
→ -3	0.1	0	-2	0	1	2[16.7 µM]	2
C#CCN(C[C@@H]1[C@@H](OC(=O)NCc2ccco2)[C@@H](OC(=O)NCc2ccco2)Cn2c(=O)ccc(=O)n21)S(=O)(=O)c1ccc(C)cc1
→ -5	nt	-4	1	-8	-23	-5	-1
Cc1ccccc1Cn1ccc(NC(=O)c2cnn3c(C(F)(F)F)cc(-c4ccco4)nc23)n1
→ 4	nt	-1	-10	nt	-12	-1	nt
C=CCn1c(SCC(=O)Nc2ccc3c(c2)OCO3)nc2ccccc2c1=O
→ 9	nt	-4	-1	nt	-8	19	nt
O=C(NCC1CC1)c1cccc2c1C(=O)c1ccc(-c3ccc(OC(F)(F)F)cc3)cc1S2(=O)=O
→ 6	0.1	-7	-2	-22	-9	-3	-3
C[C@H]1CN([C@@H](C)CO)C(=O)c2cc(NC(=O)Nc3cccc4ccccc34)ccc2O[C@H]1CN(C)Cc1ccc(C(F)(F)F)cc1
→ 6	0.2	46	0	-18	-9	-10[16.7 µM]	-2
CCOC(=O)N/N=C(/C)c1ccc([N+](=O)[O-])o1
→ 2	nt	-2	-2	-13	12	-14	4
O=C(Cn1cc(C(F)(F)F)cc(Cl)c1=O)NCc1ccccc1
→ 7	0.3	3	0	-14	3	-4	3
Cn1cc(-c2ccccc2C(N)=O)c(=O)c2cc(Cl)ccc21
→ 24	5.0	3	6	1	2	0	-5
CC(=O)N1[C@@H]2Cn3c(ccc(/C=C/c4ccccc4)c3=O)[C@H]1[C@@H](C(=O)NCC1CC1)[C@@H]2CO
→ 3	0.1	0	2	-7	nt	1[16.7 µM]	-154
C/C(=N\OCc1ccccc1C#N)c1cc2ccccc2o1
→ nt	0.0	nt	nt	2	2	nt	-3
CC(C)NC(=O)Nc1ccc2c(c1)CC(=O)N([C@@H](C)CO)C[C@H](C)[C@@H](CN(C)C(=O)NC1CCCCC1)O2
→ 0&6	0.9&-1.0	-3&0	0&2	-11&-15	-2&3	2[16.7 µM]	1&-2
C[C@@H]1CCCCO[C@H](CN(C)C(=O)Cc2ccccc2)[C@H](C)CN([C@H](C)CO)C(=O)c2cc(NC(=O)c3ccncc3)ccc2O1
→ -9	-0.1	3	9	9	8	4[16.7 µM]	-2
COc1ccc(Cl)cc1NC(=S)N(Cc1cccnc1)Cc1ccco1
→ nt	2.4	nt	nt	-4	7	nt	2
CN(C)c1nc(N)nc(Nc2ccccc2C#N)n1
→ -1	nt	7	2	nt	-3	4	nt
CN1CCC(=O)N([C@H](CSc2ccccc2)Cc2ccccc2)CC1
→ -3	0.0	0	1	-2	2	0	nt
Cc1c(N=C2SCC(=O)N2/N=C/c2ccccc2Cl)c(=O)n(-c2ccccc2)n1C
→ -4	nt	2	-1	nt	6	10	nt
Cc1ccc(S(=O)(=O)N2CCCC(C(=O)NC3CCCC3)C2)cc1Cl (stereo not given)
→ 8	nt	1	4	3	8	0	0
CCNC(=O)[C@H]1[C@H](CO)[C@H]2Cn3c(ccc(C4=CCCCC4)c3=O)[C@H]2N1Cc1ccccc1
→ 2	-0.3	-2	2	-25	nt	nt	1
COc1ccc(OC)c(-c2cc(C(=O)Nc3c(C)nn(Cc4ccc(Cl)cc4)c3C)no2)c1
→ 3	nt	0	-1	nt	6	-22	nt
Cn1c(CCNC(=O)c2ccco2)nc2cc(NS(=O)(=O)c3ccc(Cl)cc3)ccc21
→ -10	nt	-1	0	nt	nt	-16	nt
COc1cccc(S(=O)(=O)Nc2ccc3c(c2)[C@H]2C[C@@H](CC(=O)NCCc4ccccc4)O[C@H](CO)[C@H]2O3)c1
→ 1	-0.3	-2	0	27	2	15[16.7 µM]	3
CCOc1ccc(OCC)c(NC(=O)C2CCCN(S(=O)(=O)c3cccs3)C2)c1 (stereo not given)
→ 2	nt	-1	2	nt	-19	10	nt
CC(=O)NC1=NN(C(C)=O)C2(CCCCC2)S1
→ -8	nt	0	-1	nt	-6	2	nt
CCOc1ccccc1NC(=O)NCCCCc1ccccc1
→ -11	nt	-2	1	-13	nt	nt	2
CC1CC(=O)Nc2ccccc2N1C(=O)CSc1ccc2ccccc2n1 (stereo not given)
→ 11	1.9	1	-1	-7	1	2	0
Cc1cc(C)c(C)c(S(=O)(=O)N2C(=S)NC(=O)C2CC(C)C)c1C (stereo not given)
→ 5	nt	-2	-1	nt	8	3	nt
Cc1ccc(NC(=O)/C=C/c2ccc3c(c2)OCO3)cc1S(=O)(=O)N1CCOCC1
→ -2	1.0	-3	4	-15	-1	-4	0
CC1CCN(CCCCOc2ccc(F)cc2)CC1
→ 2	nt	0	-6	nt	-22	6	nt
COc1ccc(OS(=O)(=O)Cc2ccccc2)cc1
→ 0	0.1	4	8	-5	4	nt	-1
N#Cc1ccc(OCC(=O)N2CCN(S(=O)(=O)c3cccs3)CC2)cc1
→ -13	nt	-1	0	nt	-10	-5	nt
CCOC(=O)[C@@H]1[C@H]2COc3ccc(Br)cc3[C@H]2N2C(=O)N(c3ccc(F)cc3)C(=O)[C@@]12C
→ -5	nt	2	-5	nt	3	5	nt
COc1ccc(OC)c(CNCc2ccc3c(c2)OCO3)c1
→ -3	0.5	-2	-7	-9	3	-9	-5
CC(N=c1ccccn1C(=O)Nc1ccc(F)cc1)c1ccco1 (stereo not given)
→ 4	nt	-3	0	-3	1	-7	-5
C[C@@H]1CN([C@H](C)CO)C(=O)c2cc(NS(=O)(=O)c3ccccc3)ccc2O[C@@H](C)CCCCO[C@@H]1CN(C)Cc1ccc2c(c1)OCO2
→ -5	nt	4	1	19	0	-9[16.7 µM]	-5
C[C@H]1CCCCO[C@H](CN(C)C(=O)Nc2ccc3c(c2)OCO3)[C@@H](C)CN([C@@H](C)CO)C(=O)c2cc(NS(=O)(=O)c3cccs3)ccc2O1
→ 3	0.0	1	0	-23	4	17[16.7 µM]	2
CCOc1ccc2c(c1)C(C)=CC(C)(C)N2S(=O)(=O)c1ccc(C)cc1
→ nt	0.0	nt	nt	-12	-64	nt	-2
Brc1ccccc1-c1nnc(-c2cccnc2)o1
→ 0	nt	-1	0	nt	4	-8	nt
COc1ccc(CNC(=O)/C=C/[C@H]2O[C@@H](n3cnc4c(NC(=O)c5ccccc5)ncnc43)[C@H](O)[C@@H]2O)cc1
→ -1	0.0	-2	1	-9	9	0	-11
COc1cc(OC)cc(C(=O)NNC(=S)NC(=O)c2cccnc2)c1
→ 6	nt	2	-1	-10	-5	-4	6
O=C(NCCN1CCOCC1)c1cccc(Cl)c1
→ -5	nt	-3	1	-10	8	-2	-4
O=S(=O)(NCCS(=O)(=O)N1CCN(c2ccc(F)cc2)CC1)c1ccc(F)cc1
→ -10	nt	-1	10	7	nt	-3	-2
O=C(Nc1ccc2c(c1)OCO2)N[C@@H]1CC[C@@H](CCNC(=O)C2CCOCC2)O[C@H]1CO
→ -1	0.1	0	0	1	8	nt	1
CC(C)(C)c1cc(CCC(=O)N2CCC2)cc(C(C)(C)C)c1O
→ -5	-0.1	-1	4	-9	nt	nt	-6
Cn1nnnc1SCC(=O)NC1CCCC1
→ -7	nt	1	-4	-12	-5	-4	-5
CCOC(=O)C(C(=O)Cc1ccccc1)c1ccccc1 (stereo not given)
→ 4	0.7	-5	4	-1	-1	nt	-1
O=S(=O)(c1cccc(-c2n[nH]c(=S)n2-c2ccccc2Cl)c1)N1CCOCC1
→ 17	-1.8	0	-3	-72	16	9	-4

New compounds follow
Values in the order – RAD54 branch	E-selectin induc	Cneo AK release	PglD DTNB	RAD52 anneal inh	PGC1a acetyl inh	miR122 inh	ERAP1 HTS inh
C[C@H](CO)N1C[C@H](C)[C@@H](CN(C)Cc2ccc(-c3ccccc3)cc2)Oc2ccc(NC(=O)CCC(F)(F)F)cc2C1=O
→ 7	0.0	8	-8	-20	5	-6[16.7 µM]	-2
CC(C)N(C[C@H]1[C@H](c2ccccc2)[C@H](CO)N1S(C)(=O)=O)C(=O)CN(C)C
→ 7	-0.1	53	-5	-4	4	8[16.7 µM]	1
CC1CCN(C(=O)COC(=O)c2c[nH]c3ccccc23)CC1
→ -10	1.3	-5	-2	-6	-13	nt	1
COc1ccccc1-c1ccc2n(c1=O)C[C@@H]1[C@@H](CO)[C@H](C(=O)Nc3nccs3)N(CC3CC3)[C@H]21
→ -9	0.0	0	2	0	nt	-3[16.7 µM]	-1
Cc1ccccc1NC(=O)c1cccc2c1C(=O)N(C1CCCCC1)C2
→ 4	-0.1	6	1	-8	0	1	-1
Cc1ccccc1SCC(=O)OCC(=O)NCc1ccccc1
→ 6	-0.2	0	3	-18	6	3	-5
Cc1cc(=O)oc(C)c1C(=O)Nc1ccc2ncccc2c1
→ -16	nt	-5	-2	nt	2	-1	nt
COc1cccc(CN(C(=O)c2ccc([N+](=O)[O-])cc2)C2CCS(=O)(=O)C2)c1 (stereo not given)
→ -8	nt	-4	0	3	0	-5	1

Compound activity deposited in PubChem BioAssay by Broad Institute.
